hcDAF-12 act: activators of H. contortus DAF-12 nuclear receptor | 370,000 compounds, 1.4% hits | activation, % at 6.8 µM | HEK293 hcDAF-12 lit1-tk-luc reporter, luminescence; 0% DMSO, 100% Δ7-dafachronic acid;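 active = activation above the mean of all tested compounds plus 3 SD, cut at about 5.5% in these data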;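 note: 100% = response to 3 µM Δ7-dafachronic acid high control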
PG9 Ab binder: PG9 antibody binding by small molecule | TR-FRET gp120-PG9 antibody binding | 360,000 compounds, 0.43% hits | inhibition, % at 6.7 µM; in the data active = inhibition above about 8.5%
SMARCA2 activ: SMARCA2 function activation, primary screen; MG213 cells, MMTV-luciferase reporter, dexamethasone, overnight; activation, % at 9.1 µM; 370,000 compounds, 1% hits; AID 652017; in the data active = activation above about 7.8%;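 note: 0% = vehicle wells and 100% = reference activator wells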
NR1D1 modulator: modulates human Rev-erb alpha binding to DNA; P20393; activity, % at 10 µM; Rev-erbα–FITC-DNA binding, fluorescence polarization, 90 min; 370,000 compounds, 0.79% hits;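 active = activity above about 14%, limit read from the data; passing the limit was not always enough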;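 note: 0% = DMSO wells with 35 nM protein and 100% = DMSO wells with 750 nM protein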
Target sequence (P20393 whole entry, looked up): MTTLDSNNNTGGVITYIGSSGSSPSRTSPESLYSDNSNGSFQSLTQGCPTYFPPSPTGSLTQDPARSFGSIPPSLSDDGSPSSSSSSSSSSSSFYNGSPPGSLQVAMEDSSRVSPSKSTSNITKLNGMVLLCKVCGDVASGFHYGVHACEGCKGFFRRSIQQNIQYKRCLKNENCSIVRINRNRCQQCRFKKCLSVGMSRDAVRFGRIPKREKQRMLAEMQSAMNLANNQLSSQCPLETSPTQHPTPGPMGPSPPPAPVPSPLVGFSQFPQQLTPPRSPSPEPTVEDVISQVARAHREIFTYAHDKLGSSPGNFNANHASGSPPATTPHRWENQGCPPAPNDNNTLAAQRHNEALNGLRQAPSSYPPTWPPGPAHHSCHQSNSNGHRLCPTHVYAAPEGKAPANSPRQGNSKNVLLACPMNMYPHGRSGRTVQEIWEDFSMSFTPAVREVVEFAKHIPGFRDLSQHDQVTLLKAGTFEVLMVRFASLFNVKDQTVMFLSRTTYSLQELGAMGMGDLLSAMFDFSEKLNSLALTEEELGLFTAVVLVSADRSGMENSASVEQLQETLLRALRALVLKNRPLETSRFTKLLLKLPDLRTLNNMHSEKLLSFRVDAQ
DAX1 inh-1: NR0B1 (DAX1) inhibition | P51843 | HEK293 Gal4-DAX1 luciferase reporter, luminescence | inhibition, % at 6.75 µM | 340,000 compounds, 0.99% hits | AID 504766;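 active = inhibition above the mean over all tested compounds plus 3 SD, cut at about 4.2% in these data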;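 note: 0% = DAX1-transfected cells with DMSO and 100% = empty-vector control cells with DMSO; inhibition shows as a rise in luminescence from relieved DAX1 repression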
Target sequence (P51843 207-470 limits assumed): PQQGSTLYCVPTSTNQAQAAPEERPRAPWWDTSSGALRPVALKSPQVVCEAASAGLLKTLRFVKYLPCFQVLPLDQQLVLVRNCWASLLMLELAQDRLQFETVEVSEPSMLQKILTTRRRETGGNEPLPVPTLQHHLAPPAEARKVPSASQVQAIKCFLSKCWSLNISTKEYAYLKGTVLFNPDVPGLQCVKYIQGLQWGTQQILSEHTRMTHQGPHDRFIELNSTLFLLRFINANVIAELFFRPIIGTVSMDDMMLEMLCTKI
sPLA2-III inh: Inhibits HGIII-sPLA2 liposome hydrolysis, primary screen; Q9NZ20; QFRET BODIPY PC-A2 liposome hydrolysis, fluorescence; inhibition, % at 12.2 µM; 370,000 compounds, 0.56% hits;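 active = inhibition above mean plus 3 SD of compounds lying within the high and low control bounds, cut at about 19% in these data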;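 note: 0% = median of test compound wells and 100% = no enzyme DMSO wells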
DAX1 inh-2: blocks DAX1 repression of SF-1 activated StAR promoter. HEK293T StAR-luciferase reporter, SF-1/DAX-1 repression relief. inhibition, % at 6.8 µM. 370,000 compounds, 1.1% hits. AID 652010;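 active = inhibition above the mean over all tested compounds plus 3 SD, cut at about 3.6% in these data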;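 note: 0% = DAX-1 cells with DMSO and 100% = cells lacking DAX-1 with DMSO; higher inhibition means more luminescence from relief of DAX-1 repression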
GAA850 FXN act: increases GAA850 frataxin promoter reporter activity; AID 540364; HEK293 lucGAA850 FXN promoter luciferase reporter, 24 h; percent of 10 µM SAHA response; activation, % at 6 µM; 360,000 compounds, 0.56% hits;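 active = activation above the average of all compounds screened plus 3 SD, cutoff fixed separately per campaign, cut at about 7.5% in these data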;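 note: 0% = DMSO wells and 100% = 10 µM SAHA wells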
hgDAF12 agonist: activates the H. glycines DAF-12 receptor ligand-binding domain. HEK293 GAL4-hgDAF12 UAS-luciferase reporter, agonist luminescence; normalized to butyrate control. activation, % at 6.8 µM. 370,000 compounds, 1.8% hits;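 active = activation above a cutoff set at the mean of all screened compounds plus 3 SD, cut at about 10% in these data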;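 note: 0% = DMSO wells and 100% = sodium butyrate wells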
ssDAF12 agonist: activates DAF-12 receptor from parasite S. stercoralis. HEK293 ssDAF-12/GRIP1 lit1-tk-luc reporter, luminescence; % of 3 µM dafachronic acid response. activation, % at 6.8 µM. 370,000 compounds, 1% hits;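 active = activation above the mean over all tested compounds plus 3 SD, cut at about 0.9% in these data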;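 note: 0% = DMSO-only wells and 100% = 3 µM delta7-dafachronic acid wells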
PLC-beta3 inh: blocks human PLC-beta3 enzyme activity; Q01970; Purified PLC-beta3, fluorogenic substrate, fluorescence; inhibition, % at 12.2 µM; 370,000 compounds, 0.18% hits; AID 720704; in the data active = inhibition above about 11%;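 note: 0% = median of compound wells on plate and 100% = full blocker control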
* marks the source's active call; other numbers are inactive results; nt = not tested or not shown.

canonical_smiles	DAX1 inh-1	GAA850 FXN act	hcDAF-12 act	PLC-beta3 inh	NR1D1 modulator	ssDAF12 agonist	DAX1 inh-2	hgDAF12 agonist	SMARCA2 activ	sPLA2-III inh	PG9 Ab binder
COc1ccccc1NS(=O)(=O)c1cccc(C(=O)N/N=C(/C)c2ccc(-n3ccnc3)cc2)c1	0.5	0.1	-1.6	-8	3	-0.5	-2.0	4.4	2	-11	-1.4
COc1ccc(-n2cc(CN(C)CCO)c(-c3cccc(F)c3)n2)cc1	-0.8	-0.1	-0.7	1	4	-0.9	0.4	1.5	-3	-7	-0.2
O=C(Nc1ncc([N+](=O)[O-])s1)C1CC(=O)N(c2ccc(F)cc2)C1 (stereo unspecified)	1.3	2.5	-0.6	-2	6	-0.5	0.3	3.1	-2	-12	-1.5
Cc1cc(C)c2[nH]c(=O)c(C(c3nnnn3C(C)(C)C)N(Cc3ccco3)CC3CCCO3)cc2c1 (stereo unspecified)	0.9	1.9	-1.9	-7	-6	-0.4	-0.1	0.4	-2	-2	-0.6
CCOC(=O)C1=C(CS(=O)(=O)c2ccc(C)cc2)NC(=O)NC1c1cc(OC)c(O)c(OC)c1 (stereo unspecified)	0.3	-1.1	1.5	-5	1	-1.1	0.2	-1.9	-2	-12	-2.2
CC(=O)N1CCN(c2ccc(NCc3ccc(-c4ccc(Br)cc4)o3)cc2)CC1	-1.1	0.2	-2.6	-454	2	-1.3	-1.4	1.5	-1	20*	-1.4
Cc1nonc1OCCNc1ccc([N+](=O)[O-])cc1	0.2	1.6	0.3	5	0	-1.4	-0.9	-1.8	-2	0	1.7
Cc1c(CCOC(=O)c2cc([N+](=O)[O-])cc([N+](=O)[O-])c2)sc[n+]1CC(=O)c1ccccc1	1.6	0.1	-0.2	-1	1	-0.7	0.1	0.3	0	3	-0.2
Cn1ncc(Cl)c1C(=O)NCc1ccc(Cl)cc1	-1.5	1.0	-3.7	2	-3	-2.1	-1.7	-3.8	-5	1	-0.6
Cc1ccc([C@@H]2CC(=O)[C@@H]3CN(S(=O)(=O)c4ccc(C)cc4)[C@H](c4ccccc4F)C[C@@H]3N2S(=O)(=O)c2ccc(Cl)cc2)cc1	nt	nt	-0.7	6	-2	-1.0	1.0	1.2	-3	-3	-0.3
CCCn1c(-c2ccccc2)cc(SC)c(C#N)c1=O	-0.9	-0.2	-0.5	2	10	-0.7	-0.2	-0.5	3	3	0.7
CC(NC(=O)c1cccnc1)C(c1cccs1)N1CCOCC1 (stereo unspecified)	0.5	1.1	-0.4	3	-4	-1.7	-0.5	-1.3	0	-3	0.0
COc1ccc2oc(C(=O)OC(C)C(=O)NCc3ccccc3)c(C)c2c1 (stereo unspecified)	-0.3	1.4	-0.8	-165	-4	-1.1	1.1	-0.7	-1	-7	1.2
CN(Cc1nc2ccc(F)cc2[nH]1)C(=O)C1CCC(=O)N(C2CC2)C1 (stereo unspecified)	1.2	-0.8	-1.5	-3	4	-1.2	0.5	0.1	-1	-6	-2.3
CC(C)c1ccc(NC(=O)C2CCCCN2S(=O)(=O)c2ccccc2)cc1 (stereo unspecified)	-1.2	0.5	-0.8	-7	-4	-1.9	-2.5	-3.3	-4	-13	-1.3
COC1CCN(Cc2cn(Cc3ccccc3)nc2-c2cc3ccccc3o2)CC1	0.7	-0.8	-2.1	-5	-4	-1.8	-0.6	0.0	3	-10	-0.1
Cc1nn(CC(=O)Nc2c(F)cc(F)cc2Br)c(=O)c2cccn12	0.6	-0.9	-1.1	-2	-5	-1.1	-1.5	-0.3	1	9	1.3
COc1cc(Cl)c(C)cc1NC(=O)COC(=O)c1cc(SC)ccc1Cl	0.2	-0.3	1.2	0	36*	-1.2	-0.7	-2.6	3	7	-2.7
Cc1cc(C(=O)N/N=C(\CCC(=O)O)c2cccs2)c2ccccc2n1	-1.8	-3.5	0.3	-9	5	-0.8	-2.5	1.5	-5	5	-1.4
Cc1cc(=O)n2[nH]c(-c3ccc(Cl)cc3)cc2n1	1.8	5.5	1.8	-2	-2	0.2	2.9	9.8	7.8*	-12	-1.5
COc1ccc(NC(=S)Nc2cccnc2)c(OC)c1	2.0	0.1	-1.0	-2	-4	-1.4	-0.3	-2.3	3	4	-1.0
CN(C)S(=O)(=O)c1ccc2c(c1)/C(=C/c1cc3c([nH]1)CCCC3)C(=O)N2	0.0	0.9	-1.8	-14	1	-0.8	1.4	3.5	1	-12	-2.2
Cc1ncc([N+](=O)[O-])n1CCN1C(=O)c2ccccc2C1=O	2.3	1.8	0.2	-1	-2	-0.7	0.7	1.8	-2	0	-1.6
CN(CCO)c1cc(N(C)CCO)c([N+](=O)[O-])cc1[N+](=O)[O-]	1.1	1.3	-0.8	10	3	-1.3	-0.9	-0.5	-3	1	-3.8
CCC1(c2ccccc2)NC(=O)N(CC(=O)Nc2cccc(S(=O)(=O)N3CCCCC3)c2)C1=O (stereo unspecified)	-1.4	-1.2	-1.9	0	-4	-1.6	-1.5	0.6	-1	-17	1.1
Cc1ccccc1-c1cc2nc(Oc3cccc(F)c3)n(C)c(=O)c2s1	nt	-0.5	-0.4	3	2	-0.8	-0.4	-3.0	-4	1	1.1
NC(=O)[C@H]1CC2(CC(c3cccc(NC(=O)CC(c4ccccc4)c4ccccc4)c3)=NO2)CN1C(=O)c1ccccc1C(=O)c1ccccc1 (stereo partly specified)	-1.7	-0.9	-2.8	3	-1	-1.5	-1.2	-4.6	-1	-40	-0.1
Cc1[nH]c2ccc(C(=O)N3CCN(C)CC3)cc2c1C	0.7	3.8	4.2	-9	0	-0.5	0.0	3.3	0	-6	-0.4
CC(C)=CCC/C(C)=C/CNCC(=O)N1c2ccccc2[C@]2(c3ccccc3)C[C@@H]3C(=O)N(C/C=C(\C)CCC=C(C)C)CC(=O)N3[C@H]12	nt	nt	-1.2	0	-1	-1.3	-0.5	-0.8	0	-7	nt
CS(=O)(=O)Nc1ccc(C(=O)Nc2cccc([N+](=O)[O-])c2)cc1	-0.8	0.6	-0.1	1	-1	-1.1	-0.9	1.2	0	-1	1.5
COc1ccc(-c2cc(C(F)(F)F)n3ncc(C(=O)N4CCCCC4c4cccnc4)c3n2)cc1 (stereo unspecified)	0.8	1.7	0.1	-229	5	-1.9	0.3	-0.7	-2	3	-1.1
OCC1(Cc2cccc(Cl)c2)CCCN(Cc2sc(N3CCCC3)nc2Cl)C1 (stereo unspecified)	0.4	1.4	2.7	-2	3	-1.4	-0.3	0.3	-5	-3	0.7
CCCC(=O)N1CCCC1(C)C(=O)Nc1ccc(OC(F)F)cc1 (stereo unspecified)	nt	1.4	1.2	8	-4	-0.2	-0.5	-2.0	-1	2	0.3
Cc1ccc(S(=O)(=O)NCC2CCCO2)cc1 (stereo unspecified)	0.1	0.4	-1.7	-5	5	-2.0	0.1	-0.1	-2	2	-4.0
CC(=O)Nc1cccc(OCC(=O)NS(=O)(=O)c2ccc(Cl)cc2)c1	0.6	0.2	-0.9	5	-3	-0.8	1.3	1.3	0	1	0.4
N#Cc1ccc(C(=O)NNC(=O)c2cccc(S(=O)(=O)N3CCOCC3)c2)cc1	-0.1	-0.4	0.0	-6	-6	-0.5	0.2	0.2	2	6	-0.3
O=C(Cn1c(/C=C/c2ccccc2)nc2ccccc21)Nc1ccc(F)cc1	-0.2	3.7	0.8	-352	9	0.3	0.7	6.5	-1	-4	-0.4
Cc1ccc(S(=O)(=O)NCc2ccco2)cc1C(N)=O	-0.6	3.2	-0.8	5	7	-1.8	-0.7	-0.4	-1	1	-1.8
Cc1ccc(NC2(C#N)C(=O)Nc3ccccc32)cc1 (stereo unspecified)	1.4	-0.2	0.2	0	-2	-0.6	0.2	3.2	-2	-4	0.1
COc1ccc(C(=O)CN2CCN(c3ccc(Cl)cc3)CC2)cc1OC	-0.7	-0.7	-1.2	-8	-1	-0.9	-0.9	2.4	0	1	-0.5
CC(C)C(=O)Nc1nc2ccc(S(C)(=O)=O)cc2s1	0.0	2.0	-2.1	-5	4	-0.9	-1.4	4.7	0	14	-2.4
O=S(=O)(Nc1ccc(-n2cnnn2)cc1)c1cccc(F)c1	1.5	-0.8	-0.5	1	2	-0.6	0.1	-1.0	-1	11	-0.8
CCc1cccc(OCCCCNCCO)c1	0.1	-0.9	-1.9	1	-1	-1.1	0.2	0.4	1	-1	-0.2
COc1ccc(C(=O)N2CCCC(CNC(=O)c3ccc(F)cc3)C2)cc1OC (stereo unspecified)	0.2	-1.7	0.5	-6	3	-1.1	-0.4	2.4	0	-1	-1.9
C/C(=N\S(=O)(=O)c1ccc(C)cc1)N1CCN(S(=O)(=O)c2ccccc2)C1	0.0	-2.0	-1.3	1	3	-0.9	-0.2	-2.6	0	0	3.5
C[n+]1cccc2c(Br)ccc([O-])c21	-0.5	-0.4	0.5	-6	-25	-0.5	-0.2	-3.2	1	-1	-7.4
O=C(OCC(=O)N1CCCC1=O)c1cc(S(=O)(=O)N2CCOCC2)ccc1F	-0.3	0.3	0.2	-3	5	-0.8	1.4	1.0	-1	3	2.3
N#CCSc1nnc(COc2ccc3ccccc3c2)o1	2.9	2.0	-1.4	-6	1	-0.5	-1.0	2.4	1	-16	-2.1
O=C(COC(=O)C1CCC1)Nc1cc(S(=O)(=O)N2CCCCC2)ccc1Cl	-0.4	1.5	0.4	-8	1	-0.2	0.1	-0.4	-3	4	-0.6

Screening results as filed in PubChem.
